Screening results (PubChem BioAssay)
APP 5UTR inh = APP translation inhibition | SH-SY5Y APP 5'UTR-luciferase reporter, luminescence | inhibition, % at 2 µM | hit rate 0.82% among 190,000;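 active = inhibition above a set limit, derived from the sample mean plus 3 SD, cut at about 45% in these data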; note: values of inactives mirror those of a sister screen read the other way
APP 5'UTR act = activates APP 5'UTR luciferase reporter; SH-SY5Y APP 5'UTR luciferase reporter, luminescence; zero percent = DMSO vehicle wells; activation, % at 2 µM; hit rate 1% among 190,000;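 active = activation above a set limit, based on mean plus 3 SD of controls, cut at about 140% in these data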; note: values of inactives mirror those of a sister screen read the other way
DTT redox prof = compounds producing H2O2 with reducing agent – biochemical, NIH compound library profiling, artefact control for MLSCN library redox annotation, primary screen; DTT-dependent redox cycling H2O2, phenol red/HRP absorbance; 100% = 100 µM peroxide control, 0% = buffer; activation, % at 10 µM; hit rate 0.03% among 200,000; AID 878;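 active = activation of at least 50% relative to the plate's high and low controls in the primary single-dose screen; inactive = activation below 50%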;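 note: compound incubated with DTT at 0.8 mM final as the reducing agent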
G6PDH CS = inhibits Leuconostoc G6PDH, flagging false hits in G6PDH-based assays; hit rate 0.12% among 200,000; inhibition, % at 5 µM; Purified L. mesenteroides G6PDH, diaphorase/resazurin coupled fluorescence, 45 min; in the data active = inhibition above about 50%
NF-kB expr up = compounds increasing NF-kB expression in human neuronal cells | NF-kB reporter expression; hits give high values | fold change at 12.5 µM | hit rate 1.6% among 190,000; in the data active = fold change above about 3.3
Efa HMGR inh = E. faecalis class II HMG-CoA reductase inhibition; hit rate 0.41% among 190,000; AID 1066; inhibition, % at 10 µM; purified E. faecalis HMGR, NADPH absorbance 340 nm kinetic;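 active = inhibition above a set limit, the median over all tested compounds plus 3 SD, cut at about 9.5% in these data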;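 note: enzyme runs in reverse so mevalonate oxidation gives rising NADPH absorbance; 0% = complete reaction with DMSO and 100% = background rate lacking mevalonate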
FLuc stim CS = firefly luciferase counter-screen for stimulation assays; ATPlite luciferase biochemical, luminescence, 10 min; 0 = ATP-free wells, 1 = DMSO control; activation factor at 10 µM; 200,000 tested, under 10 active;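 active = luciferase activation factor, scaled between plate controls, of at least 2 with compound at 10 µM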
Target sequence (P08659 whole entry, looked up): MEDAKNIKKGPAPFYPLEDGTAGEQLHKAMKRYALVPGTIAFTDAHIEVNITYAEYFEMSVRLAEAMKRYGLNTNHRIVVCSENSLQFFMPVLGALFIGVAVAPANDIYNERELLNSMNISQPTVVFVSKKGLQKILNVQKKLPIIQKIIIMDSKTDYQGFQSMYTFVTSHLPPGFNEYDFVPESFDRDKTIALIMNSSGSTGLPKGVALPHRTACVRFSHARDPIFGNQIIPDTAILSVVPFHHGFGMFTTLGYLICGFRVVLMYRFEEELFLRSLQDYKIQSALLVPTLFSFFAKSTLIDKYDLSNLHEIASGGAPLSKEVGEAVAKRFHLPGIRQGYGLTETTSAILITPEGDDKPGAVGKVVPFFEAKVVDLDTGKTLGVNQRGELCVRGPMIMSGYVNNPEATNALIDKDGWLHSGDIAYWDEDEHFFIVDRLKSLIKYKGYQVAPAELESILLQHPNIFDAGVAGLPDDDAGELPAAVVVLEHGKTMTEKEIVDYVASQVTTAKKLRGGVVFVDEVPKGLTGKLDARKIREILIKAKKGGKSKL
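System: cell-free luciferase reagent; medium: PBS as buffer for the ATP substrate; doses: test compounds dosed from 2 mM stocks in 100% DMSO; incubation: 10 min, room temperature; measured by: luminescence from luciferase reaction; read-out: luciferase activation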
STAT1 activator = increases IFN-gamma driven STAT1 reporter signal; NIH 3T3 STAT1-luciferase reporter, luminescence; 100% = IFN-gamma alone, no compound; activation (% of control), % at 5.5 µM; hit rate 2.6% among 200,000;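 active = activation above the screen-wide mean activation plus 3 SD, cut at about 130% in these data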;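 note: raw ratio to IFN-gamma control signal so 100% means no change and 0% no light; values of inactives mirror those of a sister screen read the other way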
Hsp70 act = switches on Hsp70 transcription. hit rate 0.04% among 200,000. activation, % at 10 µM. AID 1203. HeLa Hsp70 promoter luciferase reporter, luminescence; scaled: vehicle 0, proteasome-inhibitor control 100%;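 active = activation above the mean across all tested compounds plus 3 SD, cutoff set per campaign, cut at about 5.5% in these data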;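 note: 100% = MG132 at 30 µM as the positive control and 0% = DMSO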
FLuc inhib CS = inhibits firefly luciferase, flagging false hits in luciferase inhibition screens. P08659. ATPLite firefly luciferase biochemical luminescence, 10 min. inhibition, % at 10 µM. hit rate 1.5% among 200,000. AID 1006;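 active = inhibition above about 50% when tested at 10 µM, limit read from the data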
Active calls of the source: *; . = not tested or not shown.

smiles	DTT redox prof	STAT1 activator	APP 5UTR inh	NF-kB expr up	FLuc inhib CS	Hsp70 act	APP 5'UTR act	Efa HMGR inh	FLuc stim CS	G6PDH CS
COc1cc(/C=C(\C#N)C(=O)Nc2cccc3ncccc23)ccc1O	-0.5	100	0	1.3	-6	-0.5	0	2	1.1	9
CC(=O)Nc1ccc(C(=O)NNC(=O)Cc2ccccc2)cc1	-1.2	107	-5	0.91	-5	0.1	5	-3	1.1	21
Cc1ccc2c(c1)C1C3CCC(C3)C1S(=O)N2 (stereo unspecified)	-0.1	107	-4	0.88	-3	-0.2	4	-2	1	6
COc1cccc(/C=N/N2C(=O)CSC2=S)c1O	0.6	95	4	1	46	-0.2	-5	-2	0.5	11
CCn1c(SCC(=O)N2CCCc3ccccc32)nnc1-c1ccco1	25	92	0	0.92	-6	-0.1	0	2	1.1	-1
CCOC(=O)C(NCc1ccccc1OC)(NC(C)=O)C(F)(F)F (stereo unspecified)	0.0	100	4	0.91	2	-0.3	-4	-3	1	2
CCOc1cc(C(=O)Nc2ccc3c(c2)OCO3)ccc1OCCOc1ccccc1Cl	0.4	103	-11	0.96	-4	-0.4	11	-1	1	-55
CN(C)S(=O)(=O)c1cccc(-c2cn3cc(Cl)ccc3n2)c1	0.1	112	-22	1.5	7	-0.4	22	8	0.9	5

The final two compounds of the section above are carried over, then new ones follow.
smiles	DTT redox prof	STAT1 activator	APP 5UTR inh	NF-kB expr up	FLuc inhib CS	Hsp70 act	APP 5'UTR act	Efa HMGR inh	FLuc stim CS	G6PDH CS
CCOc1cc(C(=O)Nc2ccc3c(c2)OCO3)ccc1OCCOc1ccccc1Cl	0.4	103	-11	0.96	-4	-0.4	11	-1	1	-55
CN(C)S(=O)(=O)c1cccc(-c2cn3cc(Cl)ccc3n2)c1	0.1	112	-22	1.5	7	-0.4	22	8	0.9	5
COc1ccccc1-n1cc(C(=O)N2CCCC(CO)(Cc3ccccc3C)C2)cn1 (stereo unspecified)	-1.4	103	4	.	-5	-0.2	-4	-7	1	2
c1cn2cc(CN3CCOCC3)nc2s1	0.2	109	-11	0.95	-2	-0.4	11	-9	1	-1
Cc1cccc(C)c1OCc1nnc(SCC(=O)Nc2nccs2)n1-c1ccccc1	-2.8	103	1	1	-7	-0.1	-1	-2	1.1	-9
CCCCC(=O)NC(c1ccco1)c1cc(Cl)c2cccnc2c1O (stereo unspecified)	0.4	99	46*	0.85	-8	0.2	-46	5	1.1	18
CC(=O)Oc1cc(OC(C)=O)c2c(C)cc(=O)oc2c1	0.8	106	5	1.1	-3	-0.3	-5	2	1	3
CC(=O)Nc1ccc(NC(=O)C(C)OC(=O)CCC(=O)c2ccc(F)cc2)cc1 (stereo unspecified)	-0.1	107	14	1.3	-4	0.0	-14	-2	1	-7
CC(C)c1ccc(C2=C(O)c3ccccc3C(=O)C2=O)cc1	-0.2	106	-4	1.6	12	-0.2	5	-3	0.9	10
O=C(N/C(=C/c1ccc(Br)cc1)c1nc2ccccc2[nH]1)c1ccco1	-3.1	109	13	1.2	-8	0.4	-13	-6	1.1	6
C/C(=N\Nc1ccc(F)cc1F)c1ccc(N2CCOCC2)cc1	0.1	114	-17	1.2	5	-0.2	17	-4	1	3
N#CCC(=N)N1CCN(c2ccc(Cl)cc2)CC1	0.7	94	-3	0.75	0	-0.1	3	2	1	-14
Cc1ccc(CNC(=O)C2(NC(=O)Nc3ccc(C)cc3)CCCCC2)cc1	-0.4	95	4	1	-2	-0.3	-4	-3	1	11
O=C(NOC(=O)c1ccccc1F)c1ccc(OC(F)F)cc1	-0.6	91	-9	1.3	28	-0.5	9	0	0.7	7
CC1CCc2nc3ccccc3c(C(=O)OCC(=O)N(C)C3CCS(=O)(=O)C3)c2C1 (stereo unspecified)	-0.4	89	9	0.76	-8	-0.2	-9	-3	1.1	10
Cc1c(Cl)c([N+](=O)[O-])nn1CCCC(=O)Nc1cccc(Cl)c1	-0.1	94	16	1.1	0	-0.3	-16	3	1	10
O=C(CSc1nc2cc(Cl)ccc2s1)Nc1cccc(S(=O)(=O)N2CCOCC2)c1	0.6	97	3	0.76	-11	-0.3	-3	3	1.1	-21
CCOc1cc(C)c(Cl)cc1S(=O)(=O)n1cnc2ccccc21	0.8	97	-18	1.1	2	-0.2	18	-3	1	2
C#CCn1c(=NC(=O)CSCC(=O)N2CCOCC2)sc2ccccc21	-0.1	99	1	1.1	-8	-0.4	-1	1	1.1	-10
Cn1nnc2cc(C(=O)NCc3ccco3)ccc21	0.0	96	-8	1.1	-3	-0.2	9	-1	1	-4
CCCn1nnc(NC(=S)NC(=O)c2cccs2)n1	0.2	110	-17	0.86	-4	0.0	17	-2	1	-1
O=C(CCn1cnnn1)Nc1ccccc1F	12	114	2	1.1	-7	0.2	-2	-4	1.1	2
O=C(CCCOc1ccccc1)Nc1cccc([N+](=O)[O-])c1	-0.2	103	-4	1.1	-11	0.0	4	1	1.1	17
N#Cc1nc(-c2ccco2)oc1NCCN1CCOCC1	-1.3	111	-5	0.99	-6	0.4	5	-1	1.1	-5
Cn1cc(CN2CCc3c([nH]c4ccccc34)C2C2CCCCC2)cn1 (stereo unspecified)	0.3	96	3	1.1	-2	-0.4	-3	4	1	8
CN(C)c1nc(OCCNC(=O)COc2ccccc2Cl)nc(N(C)C)n1	-0.7	98	-25	1.5	2	0.2	25	1	1	8
Cc1cccc(N(C)C(=O)COc2cc(=O)n(C)c3ccccc23)c1	-0.7	99	-15	1.1	1	0.2	15	-4	1	5
CCOC(=O)c1ccc(NC(=O)c2cn(-c3ccccc3)nc2-c2ccncc2)cc1	2.5	95	-2	0.49	-8	0.1	2	-1	1.1	-60
Cc1cccc(N2CCN(CC(=O)Nc3ccc(-n4cnnn4)cc3)CC2)c1C	2.9	100	-3	1.1	-5	-0.4	3	-1	1	8
CC(=O)c1c(C)oc2ccc(N(C(C)=O)S(=O)(=O)c3ccc(Cl)c([N+](=O)[O-])c3)cc12	-0.2	95	-1	0.76	-8	-0.4	1	-3	1.1	6
CC(C)(C)C1CCc2c(sc(NC(=O)C3CC=CCC3C(=O)O)c2C#N)C1 (stereo unspecified)	0.1	97	-20	1.3	-1	-0.1	20	1	1	-5
O=C(N/N=C/c1cccnc1)C(O)(c1ccccc1)c1ccccc1	-8.3	97	8	1.2	-8	-0.2	-8	0	1.1	6
Cc1ccc(C)c(NS(=O)(=O)c2cc(C(N)=O)ccc2C)c1	3.2	97	-8	0.93	-6	-0.2	8	-3	1.1	8
CCCCNC(=S)N(C)/N=C/c1ccc2c(c1)OCO2	-0.3	100	-2	1.1	-6	-0.5	2	1	1.1	-18
CCN1CCCC1CNC(=O)c1ccc(CS(=O)(=O)c2ccccc2C)o1 (stereo unspecified)	-2.4	110	7	1.3	-3	-0.1	-7	-4	1	9
CC(C)NC(=O)COC(=O)c1ccc(O)cc1	0.4	94	12	1.2	-4	-0.3	-12	-1	1	6
Cc1ccc(C)c(C(=O)c2c(C)nc3sccn23)c1	1.8	97	-24	0.91	-6	-0.2	24	-4	1.1	-3
CCOC(=O)C1CCCN(S(=O)(=O)c2ccc(NC(C)=O)cc2)C1 (stereo unspecified)	-0.7	97	-6	0.85	-8	-0.3	6	-4	1.1	11
O=C(Cc1ccc([N+](=O)[O-])cc1)NCc1ccc2c(c1)OCO2	-0.1	101	8	1.1	-4	-0.3	-8	-3	1	9
CC(=O)NC1CC2CCC(C1)N2Cc1ccc(C)cc1 (stereo unspecified)	-2.0	101	-9	1.1	-10	-0.3	9	-4	1.1	16
Cc1c(N=C2C=CC(=O)c3ccccc32)c(=O)n(-c2ccccc2)n1C	-0.4	90	12	1.8	9	-0.1	-12	2	0.9	9
COc1ccc(N(CC(=O)NCc2cccs2)S(=O)(=O)c2c(C)n[nH]c2C)cc1	-0.4	107	-7	0.98	-5	-0.1	7	-2	1	4
Cc1cccc(NC(=S)NCCN2CCOCC2)c1	0.1	97	-5	1.5	-7	-0.3	5	1	1.1	9
CCCCNC(=O)Cc1c(O)c2ccccc2[nH]c1=O	0.1	95	0	1.1	-1	-0.2	0	-2	1	0
Cc1ccc(S(=O)(=O)NCC(C)NS(=O)(=O)c2ccc(C)cc2)cc1 (stereo unspecified)	0.9	95	4	0.96	0	0.3	-4	-2	1	0
O=C(Nc1ccccc1N1CCCC1)c1cccc(-c2cc3ccccc3oc2=O)c1	-0.5	109	-8	1.3	-5	-0.5	8	-6	1.1	10
O=C(Nc1nnc(-c2ccncc2)o1)c1ccccc1F	-1.9	106	-5	1.4	0	-0.3	5	-9	1	8
COc1ccc(NS(=O)(=O)c2cc(NC(=O)/C=C/c3cc(OC)c(OC)c(OC)c3)ccc2N2CCCCC2)cc1	0.0	105	-20	0.99	-5	-0.2	20	3	1.1	2
CC(NC(=O)c1ccccc1)C(=O)N/N=C/c1ccc(O)cc1 (stereo unspecified)	-1.0	102	0	1.2	-5	-0.3	0	3	1	6
COc1cc2nc(COc3ccccc3[N+](=O)[O-])oc(=O)c2cc1OC	0.0	103	1	1.1	-5	-0.5	-1	2	1.1	9
CCC(O)(CC)C(=O)NN(C(=O)Nc1csc2c1CCCC2)c1ccccc1	1.3	97	-7	1.3	-7	-0.4	7	1	1.1	12
Cc1cc(C(N)=O)c2cc(Br)ccc2n1	-1.7	94	3	0.98	-2	-0.3	-3	-6	1	-12
CCC(=O)N(C1=C(NC)C(=O)c2ccccc2C1=O)C(C)C	-2.1	93	22	0.89	-3	-0.4	-22	-10	1	41
N#Cc1c(C(F)(F)F)cc(-c2ccccc2Cl)[nH]c1=O	2.0	95	.	1	-7	-0.2	.	0	1.1	7
COC(=O)c1ccc(NC(=S)NN2CCOCC2)cc1	-0.7	119	-12	1.7	5	0.4	12	-2	0.9	-2
CC1CN(C(=O)Nc2cccc(Cl)c2)C2(CCCCCC2)O1 (stereo unspecified)	-1.9	98	-15	1.2	-6	-0.3	15	-5	1.1	5
COc1cccc(COCC(O)Cn2cnc3cc(C)c(C)cc32)c1 (stereo unspecified)	-0.8	88	-3	1	-7	-0.1	3	-4	1.1	-3
CC(=O)Nc1ccc(S(=O)(=O)NC2(C(F)(F)F)C(=O)Nc3c2c(=O)n(C)c(=O)n3C)cc1 (stereo unspecified)	0.3	94	-6	0.94	-3	0.0	6	1	1	8

More results
smiles	DTT redox prof	STAT1 activator	APP 5UTR inh	NF-kB expr up	FLuc inhib CS	Hsp70 act	APP 5'UTR act	Efa HMGR inh	FLuc stim CS	G6PDH CS
CCOC(=O)C1CCN(C(=O)Cc2ccc(OC)c(OC)c2)CC1	0.5	92	-8	1.1	-2	-0.5	8	-6	1	-2
CS(=O)(=O)Nc1cccc(C2=NN(S(C)(=O)=O)C(c3ccccc3)C2)c1 (stereo unspecified)	0.2	96	8	1.4	-1	-0.2	-8	-6	1	11
Cc1ccc2cc(C(c3nnnn3C3CCCC3)N3CCN(c4ccccc4)CC3)c(=O)[nH]c2c1 (stereo unspecified)	-0.9	90	-4	0.93	-6	-0.1	4	-2	1.1	5
COc1ccc(C(=O)OCC(=O)c2ccc(C3CCCCC3)cc2)cc1	2.6	97	-24	1.1	-2	-0.3	25	-2	1	-48

Rows are unselected; about 5.3% have a hit in one of these screens.
